# Screening results from PubChem BioAssay.
# NadD block = inhibitors of Staphylococcus aureus NadD. purified NadD enzyme, colorimetric absorbance read-out. inhibition, % at 20 µM. hit rate 0.78% among 360,000; in the data active = inhibition above about 26%; note: some compounds past the cut are filed as inactive
# CSN deneddyl inh = inhibitors of human CSN-mediated cullin deneddylation; Purified CSN, SCF-Nedd8-OG deneddylation, fluorescence polarization; inhibition, % at 12.5 µM; hit rate 0.38% among 360,000; AID 651999;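 active = pattern-corrected inhibition above about 35%, with an unprinted fluorescence ratio check between 0.5 and 1.5, limit read from the data, passing the limit was not always enough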;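 note: 0% = enzyme with substrate and 100% = substrate without enzyme; some results filed as inactive read as strong as hits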
#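 Test system: Human Csn5 produced in HEK293T cells | Compound: 12.5 µM single point | Times: 90 min, room temperature | Signal: Fluorescence polarization readout | Read-out basis: % inhibition of substrate cleavage by Csn5 | Controls: no-enzyme wells high, enzyme-with-substrate wells low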
# Rpn11 inh = blocks the human proteasome subunit Rpn11; calls only at 20 µM; hit rate 0.59% among 360,000; human 26S proteasome, Ub4-pepOG fluorescence polarization; 20S core pre-blocked with epoxomicin; AID 588493; O00487;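 active = inhibition at 20 µM, scaled to each plate's controls, above about 33%, limit read from the data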
# Target sequence (O00487 whole entry, looked up): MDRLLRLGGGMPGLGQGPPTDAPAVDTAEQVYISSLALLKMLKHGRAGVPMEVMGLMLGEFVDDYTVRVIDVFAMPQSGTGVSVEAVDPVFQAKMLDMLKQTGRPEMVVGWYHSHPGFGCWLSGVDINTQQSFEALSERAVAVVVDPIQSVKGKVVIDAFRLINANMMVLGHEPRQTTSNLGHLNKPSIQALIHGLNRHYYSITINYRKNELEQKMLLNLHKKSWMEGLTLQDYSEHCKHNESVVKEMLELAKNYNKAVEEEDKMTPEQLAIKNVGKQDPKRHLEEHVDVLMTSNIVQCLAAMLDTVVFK
# DNMT1 block = inhibitors of human DNMT1; inhibition (reported as % activation of signal), % at 10 µM; P26358; hit rate 0.83% among 360,000; AID 588458; DNMT1 molecular beacon, Hinp1I cleavage, fluorescence; in the data active = inhibition above about 50%
# Tb MetRS inh = blocks T. brucei methionyl-tRNA synthetase activity. purified T. brucei MetRS, ATP depletion, Kinase-Glo luminescence. inhibition, % at 11.9 µM. hit rate 0.4% among 360,000. AID 624268;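 active = inhibition above a per-plate cutoff of the control wells' mean inhibition plus 3 SD, cut at about 5.5% in these data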;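 note: 0% = DMSO wells median and 100% = median of wells with control inhibitor compound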
#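 assay system = parasite MetRS enzyme | timing = 15 min preincubation, 2 h reaction, all 25 °C | evaluation = percent inhibition relative to median high and low control wells | medium = HEPES buffer containing pyrophosphatase, BSA, spermine, DTT | compound = single dose, 11.9 µM final nominal, 0.9% final DMSO | detection = Kinase-Glo luminescence, ATP depletion format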
# MLLE-PAM2 inh = inhibitors of microRNA-mediated deadenylation, human PABP1 MLLE binding; inhibition, % at 20 µM; GST-MLLE / FITC-PAM2 fluorescence polarization; AID 588489; P11940; hit rate 0.36% among 360,000; in the data active = inhibition above about 35%, passing the limit was not always enough;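 note: plate controls were DMSO wells with GST-MLLE for no effect and wells lacking GST-MLLE protein for full effect; some results filed as inactive read as strong as hits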
# Target sequence (P11940 whole entry, looked up): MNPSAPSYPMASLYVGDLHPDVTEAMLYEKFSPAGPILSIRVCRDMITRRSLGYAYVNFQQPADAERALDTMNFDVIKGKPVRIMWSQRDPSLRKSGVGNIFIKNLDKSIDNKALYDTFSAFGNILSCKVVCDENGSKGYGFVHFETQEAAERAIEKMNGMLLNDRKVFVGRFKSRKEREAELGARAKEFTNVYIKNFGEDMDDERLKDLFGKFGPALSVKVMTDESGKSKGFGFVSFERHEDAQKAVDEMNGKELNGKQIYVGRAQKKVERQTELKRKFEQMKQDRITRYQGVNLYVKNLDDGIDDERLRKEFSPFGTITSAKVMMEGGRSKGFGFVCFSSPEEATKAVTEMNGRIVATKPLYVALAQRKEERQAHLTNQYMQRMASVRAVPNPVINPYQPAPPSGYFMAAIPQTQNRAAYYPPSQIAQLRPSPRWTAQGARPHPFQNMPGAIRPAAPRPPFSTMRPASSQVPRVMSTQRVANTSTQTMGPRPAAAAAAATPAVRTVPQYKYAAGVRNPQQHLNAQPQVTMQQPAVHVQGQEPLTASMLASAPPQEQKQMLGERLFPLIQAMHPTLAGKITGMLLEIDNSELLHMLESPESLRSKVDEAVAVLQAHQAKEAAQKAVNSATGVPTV
# STEP inh = inhibitors of human striatal-enriched phosphatase STEP; P54829; recombinant STEP, OMFP fluorogenic substrate, fluorescence; inhibition, % at 20 µM; hit rate 0.25% among 360,000;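 active = inhibition at 20 µM, scaled per plate between control wells, above about 37%, limit read from the data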;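 note: 0% = DMSO with enzyme and substrate and 100% = substrate only without enzyme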
#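 material = STEP tyrosine phosphatase | reagent = fluorogenic phosphatase substrate OMFP at 25 µM final | doses = single compound dose of 20 µM, 1% DMSO final | schedule = 20 min reaction, room temperature, in the dark | measured by = fluorescence, 480/540 nm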
# LMPTP inh = LMPTP (human) inhibition; P24666; recombinant LMPTP-A, OMFP fluorogenic substrate, fluorescence intensity; inhibition, % at 20 µM; hit rate 0.22% among 360,000; AID 651560;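 active = compounds that cut the enzyme signal by at least half of the control window in the single-dose screen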;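 note: plate controls were DMSO wells with enzyme plus substrate for no effect and substrate without enzyme for full effect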
#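 Test system – LMPTP-A enzyme · Amount – LMPTP-A at 0.625 nM final in the reaction · Buffer or medium – Bis-Tris pH 6.0, DTT, detergent · Reagent – OMFP 400 µM · Doses – single 20 µM dose · Schedule – reaction 50 min, room temperature, dark · Detection – fluorescence intensity of OMFP turnover product · Evaluation – percent inhibition versus substrate-only and uninhibited controls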
# SUMO1-SIM PPI = modulators of human SUMO1-mediated protein-protein interactions | SUMO1 binding to a labelled peptide, TR-FRET, 1 h | inhibition, % at 20 µM | hit rate 0.33% among 360,000; in the data active = inhibition above about 37%
# Target sequence (P63165 whole entry, looked up): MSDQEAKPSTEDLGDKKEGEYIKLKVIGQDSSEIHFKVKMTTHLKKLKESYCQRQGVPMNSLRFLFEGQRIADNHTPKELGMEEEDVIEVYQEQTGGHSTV
# Scp1 inh = Scp-1 (human) phosphatase inhibition. Q9GZU7. AID 493091. hit rate 0.88% among 340,000. Recombinant Scp1, phosphopeptide, malachite green phosphate absorbance. inhibition, % at 20 µM;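 active = inhibition above about 50% at 20 µM, limit read from the data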;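 note: plate controls were DMSO wells with enzyme for no effect and wells lacking enzyme for full effect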
#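 Test system – truncated SCP-1 phosphatase (76-261aa) · Reagent – Phosphorylated 17-residue peptide substrate · Incubation – 45 min room-temperature reaction, 5 min colour, 30 min stabiliser · Detection – colorimetric phosphate reagent with accelerator and stabiliser, absorbance at 630 nm · Measure – % inhibition at 20 µM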
# Starred values were filed as active, the others as inactive; i = inactive; / = no result given; + = active, no number.
# The opening 3 records as a preview:
SMILES,NadD block,CSN deneddyl inh,Rpn11 inh,DNMT1 block,Tb MetRS inh,MLLE-PAM2 inh,STEP inh,LMPTP inh,SUMO1-SIM PPI,Scp1 inh
CCCc1cc(C(=O)NNC(=S)NC2CCCCC2)cs1,3,-2,i,-1,-0.5,-19,1,0.7,-1,0
O=C(CSc1nnc2ccccn12)NCc1cccs1,2,-5,i,2,-0.1,-7,-4,-2.9,-3,-4
Cc1cc(C)n2c(NCc3ccccc3)c(CCc3ccccc3)nc2n1,16,-2,/,/,0.3,/,/,3.8,1,/

# Results, previewed entries included:
SMILES,NadD block,CSN deneddyl inh,Rpn11 inh,DNMT1 block,Tb MetRS inh,MLLE-PAM2 inh,STEP inh,LMPTP inh,SUMO1-SIM PPI,Scp1 inh
CCCc1cc(C(=O)NNC(=S)NC2CCCCC2)cs1,3,-2,i,-1,-0.5,-19,1,0.7,-1,0
O=C(CSc1nnc2ccccn12)NCc1cccs1,2,-5,i,2,-0.1,-7,-4,-2.9,-3,-4
Cc1cc(C)n2c(NCc3ccccc3)c(CCc3ccccc3)nc2n1,16,-2,/,/,0.3,/,/,3.8,1,/
CCOC(=O)c1c(NC(=O)COC)sc(C)c1C,3,1,i,0,-0.8,5,2,0.5,-1,-3
COc1cc(/C=N/NC(=O)c2ccoc2C)ccc1O,-2,0,i,2,-0.4,1,-4,0.7,-1,-2
CCCCc1nnc(NC(=O)c2ccc3c(=O)n4c(nc3c2)CCC4)s1,1,-11,i,-1,-0.2,8,-1,-0.3,4,1
NC(=O)C1CCN(c2oc(/C=C/c3ccc(F)cc3)nc2S(=O)(=O)c2ccccc2)CC1,1,4,i,-1,-0.6,0,2,-0.5,-15,1
O=C(c1ccc([N+](=O)[O-])cc1)N1CCN(c2cccc3[nH]ccc23)CC1,-3,2,i,-10,0.1,12,-2,1.5,-24,-4
COc1ccc(Cc2nnc(N/N=C(\C)c3ccccc3)[nH]c2=O)cc1OC,-3,-1,i,1,-0.8,5,3,-0.1,1,6
COc1ccc(-c2csc(NCCc3nc4cc(C(=O)NCCCO)ccc4n3Cc3ccc(C)cc3)n2)cc1,-4,-2,i,-40,-0.5,-69,2,0.1,-8,0
Cc1ccccc1NC(=O)C(=O)NCC1CCCN1S(=O)(=O)c1cccs1 (stereo not drawn),-3,2,i,-3,-0.1,-10,1,-0.3,2,-3
CCOc1ccc(N=C(NC#N)SC)cc1,-3,-1,i,2,-0.1,-3,17,-0.7,-2,-9
O=C(COC(=O)C1(c2ccccc2F)CCCC1)NCc1cccs1,-6,0,i,5,-0.2,5,2,0.6,-2,-6
NC(=O)C1CCN(c2nc(-c3cc4ccccc4o3)cs2)CC1,-3,5,i,-12,-0.2,17,0,3.4,-13,-3
CC(=O)Nc1ccc(S(=O)(=O)Nc2nccc(/C=C/c3ccccc3F)n2)cc1,0,-5,i,4,0.2,16,-2,2.5,1,-5
O=C1CC2(CCN(C(=O)c3c(F)cccc3F)CC2)Oc2ccccc21,6,-3,i,2,-0.4,7,-1,-0.1,-5,-4
Cc1ccc(S(=O)(=O)N2CCOCC2)cc1NC(=O)COC(=O)c1ccc2c(c1)OCO2,-8,1,i,0,-0.7,0,0,0.7,-4,-1
CC12CN3CC(C)(CN(C1)C3c1ccc(Cl)cc1Cl)C2=O (stereo not drawn),-1,-5,i,0,0.0,3,-2,-0.9,-3,3
CCOC(=O)c1c(C)[nH]c(C(=O)COC(=O)/C=C/c2ccc(OCC#N)c(OC)c2)c1C,3,5,i,2,0.3,13,2,-0.8,7,-3
CCOC(=O)C1CCCN(C2=NC(=O)/C(=C/c3ccc(O)c(OCC)c3)S2)C1 (stereo not drawn),0,27,+,1,-0.8,-72,2,-0.4,-17,13
Cc1ccc(C(=O)N/N=C/c2ccc(-c3cccc(Cl)c3)o2)cn1,0,-1,i,-1,-0.1,4,2,-0.9,8,-10
CCCCOc1ccc(C(=O)NCCOc2cccc(OC)c2)cc1,-9,0,i,3,0.6,-4,-2,0.8,4,-10
O=C(Nc1ccc(Cl)c(Cl)c1)C1CCCCC1,-2,-2,i,0,-0.2,8,3,0.0,6,-11
CC(C)(C)NC(=O)C(c1ccc(F)cc1)N(Cc1ccco1)C(=O)CCC(=O)Nc1ccccn1 (stereo not drawn),-8,-1,i,1,0.4,6,0,-0.9,-2,-2
O=C(NCCc1ccccc1)C1CCN(C(=O)c2ccc(F)cc2)CC1,6,2,i,1,-0.1,-3,-2,1.7,3,-5
CCOc1ccc(-c2nc(C#N)c(NCc3ccco3)o2)cc1,-3,-2,i,-1,-1.1,0,1,0.3,-3,-4
O=C(CCNS(=O)(=O)c1ccc(OC(F)(F)F)cc1)N1CCN(S(=O)(=O)c2cccc(F)c2)CC1,-4,-6,i,1,-0.4,4,0,0.1,-5,-3
O=C(NCCCn1ccnc1)c1cc(-c2ccc(Cl)cc2)nc2ccccc12,-7,-4,i,-2,1.6,4,1,-7.5,-8,6
O=C(COC(=O)c1ccc(Cl)cc1O)NC(=O)C1CCCCC1,7,7,i,-1,0.2,-4,4,-1.3,5,-8
CCS(=O)(=O)NCC(c1cccnc1)N1CCN(c2ccc(OC)cc2)CC1 (stereo not drawn),6,-4,i,-7,0.1,6,1,-1.8,3,-10
CCOC(=O)c1c(NC(=O)COc2ccc3ccc(=O)oc3c2)sc(C(=O)N(C)C)c1C,1,3,i,0,0.1,-5,-2,-0.2,3,-11
O=C1C2C3C=CC(C3)C2C(=O)N1c1cccc(-c2nc3ccccc3o2)c1 (stereo not drawn),3,8,+,3,-0.3,-14,5,-2.3,-3,9
Cc1nn(Cc2ccccc2Cl)c(C)c1NC(=O)CCCn1nc([N+](=O)[O-])c(Cl)c1C,1,-1,i,5,-1.0,1,-2,-0.7,-10,-3
COC(=O)CCC(=O)Nc1cccc2c(NC(=O)CCC(=O)OC)cccc12,-3,97,i,-15,-0.2,23,6,-2.2,-6,-1
COc1ccc(CNC(=O)C(C)OC(=O)c2cccc(N(C)C)c2)cc1 (stereo not drawn),0,-2,i,-2,-0.3,-9,1,2.8,0,-6
COc1ccc(-c2csc(N)n2)cc1,0,-6,i,-1,-0.9,0,1,-0.3,-1,1
COc1cc(CNCc2cccs2)ccc1OCC(N)=O,-5,0,i,1,-0.7,2,4,-1.4,-1,-11
COc1ccc(NC(=O)CN(C)C(=O)CCSc2ccc(C)cc2)cc1,0,-5,i,2,0.1,16,-1,-0.3,1,1
CCOc1ccc(C2CC(c3c(O)c4ccccc4oc3=O)=NN2c2ccccc2)cc1OC (stereo not drawn),0,64,/,-3,-0.5,-10,-46,0.5,-2,1
Cc1ccc(CN2CCNC(=O)C2CC(=O)NCCCn2ncc3ccccc32)o1 (stereo not drawn),3,5,i,-3,-0.5,-2,-1,-0.7,0,12
O=C1CN(C(=O)CN2C(=O)NC(c3ccccc3)(c3ccccc3)C2=O)c2ccccc2N1,9,-4,i,0,-0.4,-13,0,0.0,-2,-6
Cc1ccc(-c2nc(CNC(=O)c3ccco3)cs2)cc1,-1,3,i,-5,-0.1,-3,9,0.2,-6,-8
CCOc1ccc(NC(=O)CSc2nc3ccccc3c(=O)n2CCCC(=O)NCC2CCCO2)cc1 (stereo not drawn),0,-5,i,-1,-1.1,-8,0,-0.6,4,3
COc1ccc(NC(=O)C2(C)CCN2Cc2ccc3ccccc3c2)cc1OC (stereo not drawn),0,-1,i,-15,0.0,-6,-1,0.0,0,/
Cc1cccc(-n2cnc3cc(C(=O)N4CCc5ccccc54)ccc32)c1,3,0,i,-6,0.1,0,-2,0.9,1,-6
Cc1cccc(NC(=O)c2ccccc2NC(=O)c2ccco2)c1,-3,0,i,-2,-0.5,2,-2,0.8,4,-10
CC(C)(C)c1ccc(C(=O)NCc2nnc(SCC(=O)NCC3CCCO3)o2)cc1 (stereo not drawn),-3,-2,i,2,-0.6,-143,1,-1.3,-7,2
CCN(CC)C1CCN(C(=O)c2cc(COc3ccc(F)cc3Cl)on2)C1 (stereo not drawn),-7,0,i,-1,0.8,-5,1,0.7,-9,-9
CCOC(=O)c1nn(-c2ccccc2Cl)c(=O)cc1OCC(=O)Nc1cccc(OC)c1,-5,2,i,3,-0.3,5,1,1.2,-4,7
CCOC(=O)C1=C(C)N=C2SC(C)C(=O)N2C1/C=C/c1ccccc1OC (stereo not drawn),25,-3,i,-10,0.4,18,-2,1.5,2,3
Cc1cc(NC(=O)CSc2c[nH]c3ccccc23)no1,-2,0,i,0,-0.1,21,0,-0.4,-2,-7
Cc1ccc(-n2c(C)nnc2SCC(=O)N2CCc3ccccc3C2)cc1,6,-3,i,-4,0.1,2,1,-1.0,2,6
CCOc1ccc(N=Nc2c(=O)[nH]n3c(=O)c4c([nH]c23)CCCC4)cc1,32*,5,i,-6,-0.7,14,5,9.2,-26,11
Nc1cc(Cl)ccc1N1CCOCC1,-4,0,i,0,0.1,-3,-4,1.0,-2,-2
O=C(Cc1cccs1)N1CCN=C1SCc1ccc(F)cc1,1,-5,i,1,-0.6,3,1,-1.5,1,2
CCCOc1ccc(F)cc1-c1cc(C(=O)NCc2cccc(C(F)(F)F)c2)[nH]n1,2,-3,i,-17,-0.2,10,2,3.9,0,/
Cc1ccc2nc(C3CCCCC3)c(Cc3ccsc3)n2c1,2,-4,/,/,-1.7,/,/,0.5,-1,/
CN(C(=O)C1CCC(=O)N(Cc2ccccc2F)C1)C1CCOCC1 (stereo not drawn),-4,-3,i,0,-0.3,3,2,0.6,30,-5
COc1cccc(/C=C/C(=O)OCC(=O)N2CCCc3ccccc32)c1,-7,0,i,0,0.0,-11,-2,0.2,-17,-12
CC(C)CC(=O)NC(=S)Nc1nc(-c2ccccc2)cs1,-3,5,i,-2,0.2,12,-2,0.8,4,-7
CCNNC(=O)C(O)(c1cccc(C)c1)c1cccc(C)c1,5,-7,i,-1,-0.9,-6,3,-1.3,-2,-7
CCn1ncc([N+](=O)[O-])c1C(=O)Nc1c(C)nn(Cc2ccc(F)cc2)c1C,9,7,i,3,0.4,-4,0,2.9,-13,-6
Oc1ccc(C[C@@H]2CNCCN2CCC23CC4CC(CC(C4)C2)C3)cc1,-8,-1,i,3,-0.5,8,1,-2.7,-5,4

# Hits appear at their usual frequency; overall some 3.6% were active at least once.
